K1F lysis inhibition = inhibition of K1F phage lysis, E. coli UTI89, bacterial capsule biogenesis inhibitors, alamar blue (AID 488966). E. coli UTI89 K1F phage lysis, alamar blue, 2 h; higher % means a stronger effect. one-dose inhibition, % at 100 µM; IC50 in µM for titrated hits. 340,000 tested, 0.02% active;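 active = phage lysis inhibition, versus mean bacterial control, above a set limit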;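 also: capsule biogenesis inhibitors block K1F phage lysis so surviving cells raise fluorescence; higher fluorescence means more inhibition of phage lysis; actives were called in the ten point dose series up to 300 µM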
GPR35 antagonists = GPR35 antagonists blocking zaprinast-driven arrestin recruitment, primary screen, imaging, U2OS, beta-arrestin-GFP, zaprinast agonist (AID 2058) | U2OS GPR35 beta-arrestin-GFP translocation imaging, zaprinast antagonism; higher % means a stronger effect | inhibition, % at 10 µM; hits with a dose series show IC50 in µM | 290,000 tested, 0.052% active;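 active = inhibition of at least 50% with at least 30 cells and total cytoplasm GFP at most 10,000,000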
Dengue-2 NS5 capping = Dengue-2 NS5 methyltransferase inhibitors, primary screen, biochemical, confirmation dose response (AID 588689) | Genome polyprotein (Dengue virus type 2 (strain 16681-PDK53)) | Dengue-2 NS5 methyltransferase capping enzyme assay, biochemical; higher % means a stronger effect | inhibition, % at 25 µM; hits with a dose series show IC50 in µM | 340,000 tested, 0.3% active; in the data active = a potency from the dose series
NTR1 agonist = agonists of NTR1, primary screen, imaging, U2OS cells, beta-arrestin-GFP, high content (AID 493036). 330,000 tested, 0.17% active. Neurotensin receptor type 1 (Homo sapiens), P30989. NTR1-U2OS beta-arrestin-GFP spot imaging, agonist mode. activation, % at 20 µM;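 active = activation at or above 40% of the spot to cytoplasm intensity ratio, with at least 20 cells analyzed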;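 also: 0% = DMSO without peptide and 100% = 100 nM NTR1 peptide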
Target sequence (P30989 whole entry, looked up): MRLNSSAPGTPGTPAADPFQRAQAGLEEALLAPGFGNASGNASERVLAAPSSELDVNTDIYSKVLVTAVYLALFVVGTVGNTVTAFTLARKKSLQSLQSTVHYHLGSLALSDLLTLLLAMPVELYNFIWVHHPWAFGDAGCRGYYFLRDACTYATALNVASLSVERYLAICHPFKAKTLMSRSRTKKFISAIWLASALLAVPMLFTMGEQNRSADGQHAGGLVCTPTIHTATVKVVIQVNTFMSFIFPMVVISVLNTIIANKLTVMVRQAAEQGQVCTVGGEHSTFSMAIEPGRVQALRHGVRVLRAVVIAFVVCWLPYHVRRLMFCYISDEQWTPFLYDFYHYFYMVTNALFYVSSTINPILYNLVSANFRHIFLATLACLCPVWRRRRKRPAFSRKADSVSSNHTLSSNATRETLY
HIV peptide binding = inhibitors of HIV fusion peptide binding, primary screen, biochemical, uHTS, fluorescence dequenching (AID 1986) | cell-free peptide binding, fluorescence dequenching, 30 min; higher % means a stronger effect | 290,000 tested, 0.3% active | one-dose inhibition, % at 20 µM; IC50 in µM for titrated hits; in the data active = inhibition mostly above about 52%, no sharp cut-off; inactive = mostly below about 76%; also: some results filed as inactive read as strong as hits
SIAH1 antagonists = Siah-1 peptide-binding antagonists, primary screen, biochemical, fluorescence polarization, rhodamine-plectin, uHTS (AID 1817). Siah-1 / rhodamine-plectin peptide fluorescence polarization; higher % means a stronger effect. one-dose displacement, % at 20 µM; IC50 in µM for titrated hits. 290,000 tested, 0.02% active;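 active = displacement of at least 50% at 20 µM, with a fluorescence ratio check between 0.3 and a set limit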;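 also: plate controls were Siah plus tracer with DMSO for no effect and tracer alone without Siah for full effect; strong numbers were not always called active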
GPR55 antagonists = GPR55 antagonists blocking LPI-driven arrestin recruitment, primary screen, imaging, U2OS, beta-arrestin-GFP, LPI agonist (AID 2013). G-protein coupled receptor 55 (Homo sapiens). U2OS GPR55 beta-arrestin-GFP translocation imaging, LPI antagonism; higher % means a stronger effect. 290,000 tested, 0.13% active. one-dose inhibition, % at 10 µM; IC50 in µM for titrated hits;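 active = spots per cell inhibited over 60%, with over 100 cells counted and total cytoplasm intensity under 500,000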;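 also: U2OS cells stably carrying GPR55 and arrestin-GFP stimulated by 5 µM LPI near EC80; imaged beta-arrestin-GFP aggregate spots per cell after agonist stimulation; plate controls were LPI-stimulated DMSO wells for no effect and DMSO wells without LPI for full effect; some results filed as inactive read as strong as hits; confirmed hits need IC50 under 10 µM and bright autofluorescent wells are also inconclusive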
GPR55 activation = GPR55 agonists via beta-arrestin recruitment, primary screen, imaging, U2OS cells, beta-arrestin-GFP redistribution (AID 1961) | U2OS GPR55 beta-arrestin-GFP redistribution imaging; higher % means a stronger effect | 290,000 tested, 0.048% active | activation, % at 10 µM; hits with a dose series show EC50 in µM;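 active = activation above 40% with more than 50 cells counted in the well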;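 also: U2OS osteosarcoma cells stably expressing GPR55 and beta-arrestin-GFP; plate controls were DMSO negative control for no effect and LPI positive control for full effect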
AID2073 = inhibitors of Mint1-CaV2.2 protein interaction, biochemical, HTRF (AID 2073); Voltage-dependent N-type calcium channel subunit alpha-1B (Homo sapiens); HTRF protein-protein interaction, Mint1-CaV2.2; higher % means a stronger effect; one-dose inhibition, % at 20 µM; IC50 in µM for titrated hits; 290,000 tested, 0.19% active; in the data active = inhibition mostly above about 51%, no sharp cut-off; also: some results filed as inactive read as strong as hits
NTR1 agonist cell count 20 µM = recorded beside NTR1 agonist, whose call it bears; cell count; measured here: cell count, cytotoxicity flag
Numbers without * were called inactive; . = no result given; [ ] = remark or other dose.

SMILES | K1F lysis inhibition | GPR35 antagonists | Dengue-2 NS5 capping | NTR1 agonist | NTR1 agonist cell count 20 µM | HIV peptide binding | SIAH1 antagonists | GPR55 antagonists | GPR55 activation | AID2073
COc1cccc(CNC(=O)Cn2cc3c(n2)CCCC3)c1 | 0.0% | 0% | -2% | 5.7 | 47 | -0.3% | -1% | -8% | -0.3% | 3%
CC1(C)CC(=O)CC(=NCC(=O)O)C1 | 0.5% | 4% | -4% | 0.2 | 50 | -1.7% | -5% | 4% | -0.1% | 0%
Cn1cc(SCC(=O)NC2CCCCC2)c2ccccc21 | -0.2%[50 µM] | -9% | -1% | -0.5 | 57 | 0.7% | 2% | 13% | 0.0% | -2%
O=C(OCCCOC(=O)c1ccccc1O)c1ccccc1O | . | -4% | . | 0.1 | 69 | 0.7% | 10% | 1% | 0.3% | 2%
Cc1onc(-c2c(F)cccc2Cl)c1C(O)c1ccc(F)cc1 (stereo unspecified) | . | 7% | . | 0.3 | 36 | 1.2% | 3% | 4% | 0.2% | 6%
COc1ccc(CNC(=O)CCn2nc(C)c3c(C)n(-c4ccccc4)nc3c2=O)c(OC)c1 | 0.2% | 4% | -2% | 0.1 | 67 | -0.1% | 9% | 11% | -0.1% | -13%
COc1ccc(C(=O)NC(=S)NCc2ccccc2)cc1 | -0.1% | 12% | -10% | -2.6 | 99 | -2.2% | 1% | 22% | -0.1% | -13%
CCCCn1c(NCCC)nc2c1c(=O)[nH]c(=O)n2C | 1.1% | -3% | 1% | -1.8 | 58 | -3.2% | 4% | -8% | -0.1% | -9%
COc1cc(NC(=S)NC(=O)c2ccco2)ccc1NC(=O)C(C)C | 0.5% | -5% | -4% | -1.1 | 61 | -2.4% | 5% | 0% | -0.1% | -2%
CC(=O)N1c2ccccc2NC(=O)C1(C)C | -0.1% | 11% | -9% | -0.5 | 83 | 0.1% | -2% | 2% | 0.4% | 2%
COC(=O)Cn1cc(S(=O)(=O)NCc2ccc(C)cc2)c2cc([N+](=O)[O-])ccc21 | 1.7%[50 µM] | -9% | 4% | 0.3 | 89 | -0.3% | 0% | 8% | 0.0% | 8%
O=C(Nc1cccc2ncccc12)c1cc2ccccc2o1 | 0.1% | 11% | 5% | 0.0 | 51 | 1.4% | 2% | -6% | -0.2% | -4%
O=C(Nc1ccc(N2CCOCC2)cc1N1CCOCC1)c1ccc([N+](=O)[O-])cc1 | -0.1% | 0% | 2% | 0.1 | 56 | 3.0% | 2% | -6% | -0.2% | 8%
O=C(O)Cc1ccc(O)c(F)c1 | -0.4% | -11% | -4% | 0.1 | 74 | 2.6% | 4% | -6% | -0.1% | 5%
CCOC(=O)C1=C(C)NC2=C(C(=O)OC2)C1c1ccccc1 (stereo unspecified) | -0.3% | 8% | -2% | 0.5 | 49 | -0.4% | 6% | 0% | -0.4% | 16%
CCc1ccc(C2N3CC4([N+](=O)[O-])CN2CC([N+](=O)[O-])(C3)C4(C)C)cc1 (stereo unspecified) | 0.0% | -13% | 1% | -1.4 | 62 | 0.4% | -1% | 2% | 0.0% | -5%
COc1ccc(S(=O)(=O)Nc2cccc(N(C)S(C)(=O)=O)c2)cc1C | 1.3%[50 µM] | -4% | -5% | -1.7 | 74 | 1.8% | -2% | -7% | 0.3% | 2%
Cc1ccccc1-n1nc(-c2cccnc2)cc1C(=O)NN | -0.1% | -8% | -1% | -1.4 | 68 | -3.2% | 2% | -2% | 0.8% | -4%
CC(C)(C)c1nc2ccc([N+](=O)[O-])cc2[nH]1 | -0.5% | 1% | -2% | 3.7 | 48 | -2.1% | 0% | -4% | -0.5% | 4%
CC(c1ccco1)N(C(=O)c1ccccc1NS(=O)(=O)c1cccc([N+](=O)[O-])c1)c1ccccn1 (stereo unspecified) | -0.1% | -17% | 5% | 3.5 | 81 | 13% | -3% | 1% | -0.3% | 2%
COCCN(C(=O)c1csnn1)C(C(=O)NC(C)(C)C)c1cccc(OC)c1 (stereo unspecified) | 2.7% | 2% | 0% | -0.2 | 64 | -1.2% | -5% | 7% | 0.2% | -4%
O=C(N/N=C/c1ccc([N+](=O)[O-])s1)c1ccccc1 | -0.3% | 2% | -2% | -0.8 | 43 | 7.1% | -5% | 5% | -0.5% | 18%
Cc1c(OC(C)C(=O)N[C@H](C(=O)O)c2ccccc2)ccc2c3c(c(=O)oc12)CCCC3 (stereo partly specified) | -1.1% | -11% | 2% | -0.6 | 108 | 4.3% | 2% | -14% | 0.2% | 10%
O=C1CC(=O)Nc2cc(S(=O)(=O)Nc3cccc(C(F)(F)F)c3)ccc2N1 | 0.4% | -10% | -8% | -1.1 | 58 | -0.7% | 3% | 7% | -0.2% | 11%
COc1ccc2nc(NC(=O)CSc3nnc(C)n3N)sc2c1 | -0.1% | 5% | -4% | 2.9 | 54 | -0.4% | 0% | 4% | 0.4% | 4%
O=C(Nc1cccnc1)c1cc2c(s1)-c1ccccc1OC2 | -0.1% | -6% | -6% | -0.9 | 52 | 0.8% | 4% | -15% | -0.1% | 16%
CN(C)c1nc(NCc2ccccc2)nc(SCC(N)=O)n1 | 0.2% | 12% | -4% | 2.0 | 52 | -1.4% | -1% | 3% | 0.4% | -1%
C/C(=N\Nc1cccc2cccnc12)c1ccc[nH]1 | 0.9% | -1% | -7% | 1.9 | 73 | -4.1% | 1% | 9% | 0.1% | -13%
O=C(CCCN1CCOCC1)c1ccc2c(c1)OCCO2 | 0.3% | 12% | 0% | -0.7 | 46 | -1.1% | -4% | 4% | -0.3% | 4%
CCOc1ccc(CN2CCNC(=O)C2CC(=O)NCCc2ccccn2)cc1 (stereo unspecified) | -0.5% | -19% | 2% | 1.8 | 45 | 1.9% | 4% | 12% | -0.3% | 6%
CC(C)c1ccc(C(C(=O)NC2CCCCC2)N(C(=O)c2ccccn2)c2cccnc2)cc1 (stereo unspecified) | -0.7% | -3% | 1% | 0.8 | 53 | -0.6% | 2% | 6% | 0.7% | -6%
CS(=O)(=O)N(Cc1ccc(C(=O)NCCSCc2ccco2)cc1)c1ccccc1 | 0.6% | 8% | 6% | 0.8 | 70 | 0.8% | -2% | -1% | -0.1% | -12%
CCCCNS(=O)(=O)c1cc(-c2nn(C)c(=O)c3ccccc23)ccc1C | 0.1% | 2% | -3% | 4.9 | 94 | 1.4% | 4% | -1% | 0.3% | 12%
CCn1c(SCC(=O)Nc2ccc(S(=O)(=O)Nc3ccccn3)cc2)nnc1-c1ccncc1 | 12% | -5% | -6% | -2.1 | 59 | 0.0% | 7% | -2% | -0.1% | 3%
OCCNc1ncnc2c1ncn2Cc1ccccc1 | -0.1% | 1% | -1% | -0.6 | 78 | 3.3% | -1% | 0% | 1.3% | -6%
CN(C(=O)COc1ncnc2sccc12)c1ccccc1 | 0.3% | 2% | -8% | 1.3 | 57 | -1.4% | 14% | 6% | -0.4% | 4%

Among those listed so far, these have a tert-butyl group:
SMILES | K1F lysis inhibition | GPR35 antagonists | Dengue-2 NS5 capping | NTR1 agonist | NTR1 agonist cell count 20 µM | HIV peptide binding | SIAH1 antagonists | GPR55 antagonists | GPR55 activation | AID2073
CC(C)(C)c1nc2ccc([N+](=O)[O-])cc2[nH]1 | -0.5% | 1% | -2% | 3.7 | 48 | -2.1% | 0% | -4% | -0.5% | 4%
COCCN(C(=O)c1csnn1)C(C(=O)NC(C)(C)C)c1cccc(OC)c1 (stereo unspecified) | 2.7% | 2% | 0% | -0.2 | 64 | -1.2% | -5% | 7% | 0.2% | -4%

Returning to the listing, repeating the four entries before the break.
SMILES | K1F lysis inhibition | GPR35 antagonists | Dengue-2 NS5 capping | NTR1 agonist | NTR1 agonist cell count 20 µM | HIV peptide binding | SIAH1 antagonists | GPR55 antagonists | GPR55 activation | AID2073
CCCCNS(=O)(=O)c1cc(-c2nn(C)c(=O)c3ccccc23)ccc1C | 0.1% | 2% | -3% | 4.9 | 94 | 1.4% | 4% | -1% | 0.3% | 12%
CCn1c(SCC(=O)Nc2ccc(S(=O)(=O)Nc3ccccn3)cc2)nnc1-c1ccncc1 | 12% | -5% | -6% | -2.1 | 59 | 0.0% | 7% | -2% | -0.1% | 3%
OCCNc1ncnc2c1ncn2Cc1ccccc1 | -0.1% | 1% | -1% | -0.6 | 78 | 3.3% | -1% | 0% | 1.3% | -6%
CN(C(=O)COc1ncnc2sccc12)c1ccccc1 | 0.3% | 2% | -8% | 1.3 | 57 | -1.4% | 14% | 6% | -0.4% | 4%
COC(=O)c1c(NC(=O)c2cccs2)sc2c1CCCC2 | 0.4% | 11% | . | 9.3 | 47 | -3.2% | -2% | 7% | -0.2% | 22%
O=C(Nc1ccc(C(=O)O)cc1)/C(=C\c1ccco1)NC(=O)c1ccco1 | 0.4% | 23% | -4% | -0.6 | 62 | 3.1% | -2% | 6% | -0.2% | 12%
Cc1onc(CO)c1C(=O)Nc1nccs1 | -0.9% | 11% | -16% | 1.0 | 42 | 0.7% | 7% | -4% | -0.5% | -5%
CC1(c2ccccn2)Nc2ccccc2-c2nc3ccccc3n21 (stereo unspecified) | 2.9% | 16% | -27% | -3.5 | 96 | -1.4% | -2% | 4% | -0.3% | 12%
O=C1c2ccccc2NC(c2ccc3c(c2)OCO3)N1O (stereo unspecified) | -0.4% | 6% | 3% | 2.4 | 49 | 1.1% | 2% | 10% | 0.0% | 2%
Cc1nc(Nc2ccc(Cl)cc2)c2oc3ccccc3c2n1 | 0.1% | -9% | -2% | 9.8 | 77 | 2.6% | -2% | 5% | -0.1% | 18%
O=C(COC(=O)CCC(=O)c1ccc(Cl)cc1)NCCc1ccccc1 | 0.4% | -4% | -8% | 2.5 | 32 | 1.0% | 4% | 6% | 0.2% | 1%
CCOC(=O)CSc1nnc(-c2ccc(Cl)cc2Cl)o1 | -0.6% | 2% | 2% | 0.6 | 84 | -0.9% | -1% | 7% | -0.1% | -3%
CCc1ccc(/C=C2\SC(=S)N(CCCC(=O)Nc3nccs3)C2=O)cc1 | 0.1% | 1% | 5% | 2.5 | 56 | 0.9% | 14% | -9% | 0.3% | 3%
CCOc1ccc2ncc(S(=O)(=O)c3ccc(C)cc3)c(N3CCC4(CC3)OCCO4)c2c1 | 1.5% | -5% | 1% | 7.6 | 56 | 3.5% | 11% | 7% | 0.7% | 22%
CNC(=O)c1ccc(-c2nc(-c3ccccc3)cs2)cc1 | 1.3% | -4% | 4% | 0.0 | 37 | 1.5% | 2% | -3% | 0.2% | -4%
